NOD2 RIPK2 PPI – NOD2-RIPK2 binding disruptors in cells, primary screen, fluorescence, CHO cells, BLA complementation | inhibition, % at 4.98 µM | 360,000 tested, 0.38% active | CCF4 ratio | AID 624267, 2012 | Receptor-interacting serine/threonine-protein kinase 2 (Homo sapiens), O43353; in the data active means inhibition above about 21%;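 further: 0% = vehicle only and 100% = reference blocker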
Granule exo inh – LAMP-1 surface exposure blockers, TALL-104 cells – cell-based, flow cytometry, MLPCN library, primary screen; inhibition, % at 10 µM; TALL-104 LAMP-1 surface exposure; cells stimulated with thapsigargin and PMA; 360,000 tested, 0.66% active;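 active means inhibition above about 55%, limit read from the data; inconclusive means no clear call, values can overlap the other calls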
Vif inh – HIV Vif self-association inhibitors, primary screen, imaging, HEK293T, single point; HEK293T cells, Vif self-association by quenched fluorescence, 24 h; 340,000 tested, 0.35% active; AID 602346, 2012; inhibition, % at 7.49 µM; in the data active means inhibition above about 50%, passing the limit was not always enough; inconclusive means no clear call, values can overlap the other calls; inactive means below about 31%; further: some results filed as inactive read as strong as hits
MC4R antag cAMP – MC4R antagonists of cAMP signaling, primary screen, cell-based, TR-FRET, antagonist arm of biased-ligand search | Melanocortin receptor 4 (Homo sapiens), P32245 | MC4R-expressing cells, MTII-stimulated cAMP, LANCE TR-FRET | inhibition, % at 6.5 µM | 360,000 tested, 0.48% active;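 active means inhibition above its plate's cutoff, the mean of tested wells on that plate plus 3 SD, cut at about 29% in these data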;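 further: 0% = Melanotan II alone and 100% = Melanotan II plus saturating MCL0020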
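Material: U2OS-MC4R stable cell line | Reagent: Melanotan II challenge after compound preincubation | Doses: One concentration, 6.5 µM nominal | Incubation: 30-min compound preincubation, 1-h Melanotan II challenge, 1-h detection, room temperature | Signal: TR-FRET cAMP assay | Replicates: One well per compound, no replicates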
ABCB6 inh MLPCN – ABCB6 transporter inhibitors, primary screen, K562-ABCB6 cells, flow cytometry, MLPCN library; K562-ABCB6 porphyrin accumulation, 1 h; active compounds read low; 360,000 tested, 0.19% active; fluorescence ratio to DMSO, % at 10 µM; ATP-binding cassette sub-family B member 6 (Homo sapiens), Q9NP58;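 active means fluorescence ratio to DMSO below 75%, the collection mean minus 3 SD; inconclusive means too few cells collected in the well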;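 further: signal is porphyrin accumulated inside mitochondria; 100% equals median channel fluorescence of DMSO control wells; lower ratio means ABCB6 inhibition with less porphyrin fluorescence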
Glyco luc inh – increase of ERlucT glycosylation luciferase signal, primary screen, N-linked glycosylation inhibitor project, D54 ERlucT cells, luminescence, set 2. D54 ERlucT glycosylation luciferase reporter, 24 h; percent of 100 nM tunicamycin response. reporter increase, % at 12.5 µM. 360,000 tested, 0.23% active;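 active means mean luciferase reporter signal, scaled so untreated is 0 and the glycosylation-blocking control 100, at or above a set limit in every replicate; inconclusive means mean reaches the limit but not every replicate does; inactive means mean below the limit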;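 further: luciferase carries N-glycosylation sites so blocking glycosylation raises the light; 0% = median of neutral control wells and 100% = median of 100 nM tunicamycin wells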
MC4R ag barr – MC4R agonists recruiting beta-arrestin, primary screen, cell-based, luminescence, agonist arm of biased-ligand search | U2OS MC4R beta-arrestin complementation; percent of melanotan II response, DMSO zero | activation, % at 8.9 µM | 360,000 tested, 0.98% active | AID 540308, 2011;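 active means activation above a per-plate cutoff, the mean activation of sample wells on that plate plus 3 SD, cut at about 8% in these data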
ABHD5 PLIN5 PPI – ABHD5-PLIN5 interaction inhibitors, primary screen, cell lysate, split luciferase complementation, luminescence | Perilipin-5 (Homo sapiens) + 1-acylglycerol-3-phosphate O-acyltransferase ABHD5 (Homo … | Split G. princeps luciferase complementation, 4 h | inhibition, % at 4 µM | 360,000 tested, 0.78% active;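 active means inhibition above the mean inhibition across every tested compound plus 3 SD, cut at about 22% in these data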;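 further: 0% = DMSO only wells and the 100% control is not disclosed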
Target sequence (Q00G26 whole entry, looked up): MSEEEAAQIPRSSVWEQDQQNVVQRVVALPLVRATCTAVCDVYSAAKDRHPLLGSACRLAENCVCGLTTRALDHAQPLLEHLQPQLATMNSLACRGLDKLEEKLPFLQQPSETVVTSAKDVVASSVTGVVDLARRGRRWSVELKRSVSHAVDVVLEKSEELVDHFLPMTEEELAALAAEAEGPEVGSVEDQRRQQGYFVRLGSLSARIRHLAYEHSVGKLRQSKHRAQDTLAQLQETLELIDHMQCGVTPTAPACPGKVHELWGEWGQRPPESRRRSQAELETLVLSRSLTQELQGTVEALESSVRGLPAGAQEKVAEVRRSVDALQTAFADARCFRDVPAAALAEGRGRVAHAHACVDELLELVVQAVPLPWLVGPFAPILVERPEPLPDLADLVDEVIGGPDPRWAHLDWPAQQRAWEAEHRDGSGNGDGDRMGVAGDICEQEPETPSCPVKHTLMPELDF
Target sequence (Q8WTS1 whole entry, looked up): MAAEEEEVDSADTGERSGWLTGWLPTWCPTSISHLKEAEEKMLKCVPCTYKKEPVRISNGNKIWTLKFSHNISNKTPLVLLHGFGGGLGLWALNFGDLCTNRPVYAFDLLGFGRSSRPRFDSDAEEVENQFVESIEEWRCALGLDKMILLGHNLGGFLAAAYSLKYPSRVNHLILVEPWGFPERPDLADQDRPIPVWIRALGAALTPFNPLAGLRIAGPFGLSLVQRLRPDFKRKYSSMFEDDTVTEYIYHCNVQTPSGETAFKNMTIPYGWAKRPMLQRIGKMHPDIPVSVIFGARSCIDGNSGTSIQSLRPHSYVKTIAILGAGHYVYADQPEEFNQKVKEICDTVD
TLR9-MyD88 inh – inhibitors of TLR9-MyD88 association in cells, primary screen, cell-based, CHO, BLA complementation, fluorescence; Toll-like receptor 9 (Homo sapiens) + Myeloid differentiation primary response protein …; CCF4 FRET ratio; inhibition, % at 4.98 µM; 340,000 tested, 0.21% active; AID 504734, 2011;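 active means inhibition above the mean over all tested compounds plus 3 SD, cut at about 21% in these data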;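 further: 0% = DMSO only wells and 100% = clavulanate BLA inhibitor control wells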
aDG glyco up – activators of alpha-DG glycosylation, primary screen, uHTS, Pro5-aDG cells, AlphaScreen | alpha-DG glycosylation AlphaScreen (IIH6); 0% Pro5, 100% B10-LARGE cell signal | activation, % at 10 µM | 360,000 tested, 0.22% active | AID 624168, 2012;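 active means activation of at least 8% versus controls, or a plate z-score of at least 8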;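 further: Pro5 are CHO cells carrying HIG-tagged alpha-DG that lacks glycosylation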
Active calls of the source: *; ? = inconclusive; / = not tested or not shown. These rows are one share of the data. The share of hits here may be higher or lower than overall.

No.	SMILES	NOD2 RIPK2 PPI	aDG glyco up	Vif inh	Glyco luc inh	MC4R antag cAMP	ABCB6 inh MLPCN	Granule exo inh	MC4R ag barr	TLR9-MyD88 inh	ABHD5 PLIN5 PPI
1	O=Nc1c(O)ccc2cc(S(=O)(=O)O)ccc12	4	-0.2	-5	-1	-8	96	7	-1.7	4	13
2	Cc1nn(Cc2ccc(Cl)cc2Cl)c(C)c1NC(=O)CCl	-6	0.5	-4	7	9	102	3	-1.9	-2	0
3	COC(OC)c1nc(SCC(=O)Nc2cccc(Cl)c2)ncc1C(=O)O	3	-0.2	-1	0	-2	99	-1	0.6	14	-1
4	Cc1cc(Cl)c2ccc(Cl)cc2n1	-9	0.1	9	1	7	96	1	-1.3	5	4
5	CCOC(=O)C1CCCN(C(=O)c2ccc3c(c2)N(C)C(=O)/C(=C/c2ccccc2Cl)S3)C1 (stereo unspecified)	5	0.5	-18	-2	12	95	1	-3.0	9	2
6	O=C(NC(=S)N1CCN(c2ccc([N+](=O)[O-])cc2)CC1)c1ccccc1F	-7	1.1	3	2	8	99	-5	-2.2	4	-3
7	CCOC(=O)C1(CCc2ccccc2)CCN(C(=O)C2=C(C)OCCO2)CC1	-6	-0.1	0	-1	3	97	2	-1.1	/	4
8	O=C(O)c1ccc(-n2c(-c3ccc(Br)cc3)n[nH]c2=S)cc1	-11	-0.3	-2	1	-10	103	-5	-2.2	0	-2
9	O=C(Nc1ccc2c(c1)OCO2)c1ccc(S(=O)(=O)NCC2CCCO2)cc1 (stereo unspecified)	-13	-0.1	-11	-1	2	95	-2	-1.1	-6	-7
10	O=[N+]([O-])/C=C/c1cn(Cc2ccc(F)cc2)c2ccccc12	2	0.3	11	-7	-11	101	12	0.4	13	57*
11	COc1ccc(NC(=O)COC(=O)C23CC4CC(CC(NC(C)=O)(C4)C2)C3)cc1S(=O)(=O)N1CCOCC1	0	0.0	16	0	11	93	27	-2.2	-1	1
12	CC1(C(=O)Nc2ccc(Cl)cc2)Cc2c(-c3cccc(C(F)(F)F)c3)ccnc2O1 (stereo unspecified)	12	-0.4	9	1	-9	95	6	-2.3	/	-8
13	O=C(Nc1ccccc1)O/N=C/c1ccccc1Cl	-4	-0.1	11	0	6	97	5	-2.2	8	-7
14	N=C1/C(=C\c2coc3ccc(O)cc3c2=O)C(=O)N=C2SC=CN12	8	0.0	6	0	-14	109	1	-0.5	7	5
15	O=C(NC1CCCC1)c1cc(=O)[nH]c2ccccc12	-5	-0.2	-3	0	-5	102	2	2.3	-6	2
16	Cc1nc2cc(NC(=O)c3ccc(Cl)cc3)ccc2n1C	-3	-0.1	-1	-13	6	97	-1	-2.0	-1	3
17	O/N=C(\c1ccccn1)C1CC1c1ccccc1 (stereo unspecified)	5	0.2	2	0	-2	92	4	-1.3	3	2
18	Cc1ccc(C(C(=O)Nc2ccc3c(c2)OCO3)N(C)C(=O)Cc2c[nH]c3ccccc23)cc1 (stereo unspecified)	-6	-0.3	?	-2	3	90	1	3.2	1	7
19	COc1ccc(-c2csc3ncnc(Nc4ccc(O)cc4)c23)cc1	-10	-0.1	-8	-9	22	95	2	14*	2	0
20	Cc1nnc(SCC(=O)NCC2CCCO2)n1Cc1ccccc1 (stereo unspecified)	-34	0.1	2	-1	4	97	-2	1.0	1	13
21	CCOC(=O)c1cc(S(=O)(=O)N(C)Cc2ccccc2)cn1C	-4	0.0	-4	0	2	94	-1	-0.7	-3	-8
22	COc1ccc(C(=O)Nc2nnc(SCC(=O)NCC3CCCO3)s2)cc1OC (stereo unspecified)	-7	0.1	-4	0	-4	97	-2	-4.1	2	5
23	O=C(CN1C(=O)NC2(CCCCC2)C1=O)Nc1ccccc1Cl	-8	0.0	11	2	9	104	6	0.7	6	5
24	CCc1ccc(NC(=O)CN2C(=O)COc3ccc(S(=O)(=O)N4CCCC4)cc32)cc1	-2	0.3	-1	-2	23	106	-5	1.5	10	-11
25	N#Cc1ccc(NC(=O)Nc2ccc(Oc3ccc(NC(=O)Nc4ccc(C#N)cc4)cc3)cc2)cc1	-3	0.0	-9	-17	26	92	62*	-0.7	4	-10
26	CCc1nc2ccccc2c(=O)n1NC(=O)c1c(O)c2ccccc2[nH]c1=O	-10	0.6	2	1	9	93	0	-0.5	-3	0
27	COc1ccc(Cn2c(=O)c3cccnc3n(Cc3ccc([N+](=O)[O-])cc3)c2=O)cc1	-3	0.0	1	-10	2	94	-2	-0.9	-3	-4
28	C1=C(c2ccccc2)Nc2ccccc2N=C1c1ccccc1	8	-0.1	2	-1	17	97	3	1.1	-7	0
29	CC(C)[C@@H](NC(=O)C1CCN(C(=O)[C@@H]2CCCN2C(=O)OC(C)(C)C)CC1)C(=O)NCc1ccc(F)cc1	4	-0.1	-6	-2	5	98	-4	-0.8	2	1
30	COCCCNc1ccn2nc(-c3ccc(OCCN4CCOCC4)cc3)cc2n1	7	-0.4	-1	1	6	90	6	-1.0	/	-13

The listing continues.
No.	SMILES	NOD2 RIPK2 PPI	aDG glyco up	Vif inh	Glyco luc inh	MC4R antag cAMP	ABCB6 inh MLPCN	Granule exo inh	MC4R ag barr	TLR9-MyD88 inh	ABHD5 PLIN5 PPI
31	CCCCN1CC(CO)Oc2cccc(F)c2S1(=O)=O (stereo unspecified)	-10	-0.4	-5	3	-3	99	4	-1.7	-5	4
32	O=C(NC1CCCC1)c1nc(-c2c(F)cccc2F)oc1-c1ccccc1	-18	0.0	/	/	/	/	5	/	/	-1
33	CCOc1ccc(Cl)cc1-c1cc(C(=O)NCc2ccccc2)[nH]n1	2	0.2	12	-3	9	104	14	1.3	/	1
34	CCOC(=O)C1=C(COc2ccc(C)cc2)NC(=O)NC1c1cc(C)ccc1C (stereo unspecified)	0	0.0	-4	-2	11	98	3	0.2	-8	-1
35	O=C(COc1ccc2ccccc2c1)N1CCN(C(=O)c2cccs2)CC1	6	-0.2	6	-1	-2	90	-5	0.1	-6	-2
36	Cc1ccc(CNC(=O)c2cc(S(=O)(=O)N3CCCCC3)ccc2N2CCOCC2)cc1	1	-0.2	/	0	7	95	4	-1.8	-15	-3
37	Cc1ccc(C)c(NC(=O)COC(=O)c2c(C)nn(-c3ccccc3)c2C)c1	-8	-0.2	-7	-3	7	96	-2	0.1	-4	-3
38	COc1ccc(C2=NOC(C)(c3nnc(-c4ccc(Cl)cc4)o3)C2)cc1 (stereo unspecified)	8	-0.1	/	2	4	103	-3	3.3	2	-9
39	C#Cc1cccc(C(=O)N(Cc2cccnc2)CC2CCCN(C3CCCCC3)C2)c1 (stereo unspecified)	-20	0.1	-2	-1	10	101	-3	-0.3	-3	6
40	CCOC(=O)Cn1c(=NC(=O)CN2C(=O)CCC2=O)sc2cc(S(N)(=O)=O)ccc21	-14	-0.2	7	-1	6	98	-2	3.1	-10	-2
41	CCOC(=O)N1CC=C2C(C#N)=C(N)C(C#N)(C#N)[C@H](c3cccs3)C2C1 (stereo partly specified)	2	-0.1	2	4	-15	98	-2	-3.2	5	13
42	Cc1cc(=O)[nH]c(N2CCCC2)n1	-2	-0.1	9	-1	1	99	2	-1.9	-2	-5
43	COc1ccc(CC(=O)Nc2c3c(nn2C(C)(C)C)CS(=O)(=O)C3)cc1OC	-3	-0.1	-5	4	9	98	-2	-4.6	0	0
44	Cc1ccccc1NC(=S)N/N=C/c1ccc(O)cc1O	-7	0.4	-1	-1	-9	95	2	-0.7	3	-1
45	CCCc1cc(=O)[nH]c(SCC(=O)NC2CCCc3ccccc32)n1 (stereo unspecified)	-7	0.1	-4	0	6	106	3	-2.6	-3	-2
46	CC(C)(Oc1ccc(Cl)cc1)C(=O)OCC(=O)NCCc1ccccc1	-2	0.1	-6	1	-2	94	1	-3.8	-5	-2
47	Nc1ccc(N2CCCCC2)c(S(=O)(=O)Nc2ccc(Cl)cc2)c1	0	-0.1	1	-3	17	101	6	4.2	0	1
48	Cc1ccc2cc(C)c3nnc(SCC(=O)N4CCN(C(=O)c5ccco5)CC4)n3c2c1	-8	-0.2	14	-2	5	104	3	-0.8	-4	0
49	COCCNC(=O)C(=O)NCC1OCCN1S(=O)(=O)c1ccc(F)cc1 (stereo unspecified)	-3	0.0	12	0	1	103	-3	-1.9	4	-3
50	CCc1ccc(OCC(=O)NC(=S)Nc2ccc(Br)c(C)n2)cc1	-13	-0.1	0	2	-6	99	12	-1.5	11	2
51	COc1ccc(-c2cc(NC=O)c3ncc(-c4cccc(C(C)=O)c4)n3c2)cc1	-1	-0.5	/	8	11	108	1	13*	/	11
52	CN1CCn2cnc(C(=O)NCc3ccccc3)c2C1=O	7	-0.1	-16	-2	8	95	-2	-0.9	-2	-3

Bioassay records deposited in PubChem by several laboratories.
